Screening data: PubChem BioAssay, Broad Institute
esBAF inh – Bmi1 luciferase reporter increase in mESCs, primary screen, esBAF inhibitor project, mouse ES cells, Bmi1 luciferase knock-in, single point; 24 h; 100% = twice the neutral-well signal; reporter increase, % at 12.5 µM; hit rate 2% among 350,000; AID 602393, 2012; in the data active means activation above about 40%;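 further: 0% = median of the plate's neutral control wells and 100% = double that signal; a rise in the Bmi1 reporter signal indicates esBAF inhibition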
ARNT-TACC3 inh – disruptors of ARNT/TACC3 protein interaction, primary screen, biochemical, AlphaScreen, single concentration; Transforming acidic coiled-coil-containing protein 3 (Homo sapiens), Q9Y6A5; AlphaScreen His-ARNT PAS-B/GST-TACC3 binding, luminescence; TACC3 fragment carries E629A point mutation; inhibition, % at 9.99 µM; hit rate 0.66% among 390,000; AID 623870, 2012;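 active means mean inhibition of replicates at least 50% and at least half of replicates each reaching 50%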;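 further: 0% = complete ARNT plus TACC3 wells and 100% = ARNT alone without TACC3; many hits fall short of the cut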
E-selectin induc – E-selectin induction in HUVECs, primary screen, imaging, HUVEC, immunofluorescence imaging, single point; P16581; normalized: neutral wells 0, TNF-alpha wells 100; activation, % at 7.58 µM; hit rate 0.37% among 260,000;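 active means mean E-selectin-positive cell signal at least 10% of the positive control, reached in at least 60% of replicates, without over 20% cell loss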;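 further: in these data hits start at about 27%; measured in HUVEC primary endothelial cells; signal is the percent of cells scored E-selectin positive by PE staining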
Target sequence (P16581 whole entry, looked up): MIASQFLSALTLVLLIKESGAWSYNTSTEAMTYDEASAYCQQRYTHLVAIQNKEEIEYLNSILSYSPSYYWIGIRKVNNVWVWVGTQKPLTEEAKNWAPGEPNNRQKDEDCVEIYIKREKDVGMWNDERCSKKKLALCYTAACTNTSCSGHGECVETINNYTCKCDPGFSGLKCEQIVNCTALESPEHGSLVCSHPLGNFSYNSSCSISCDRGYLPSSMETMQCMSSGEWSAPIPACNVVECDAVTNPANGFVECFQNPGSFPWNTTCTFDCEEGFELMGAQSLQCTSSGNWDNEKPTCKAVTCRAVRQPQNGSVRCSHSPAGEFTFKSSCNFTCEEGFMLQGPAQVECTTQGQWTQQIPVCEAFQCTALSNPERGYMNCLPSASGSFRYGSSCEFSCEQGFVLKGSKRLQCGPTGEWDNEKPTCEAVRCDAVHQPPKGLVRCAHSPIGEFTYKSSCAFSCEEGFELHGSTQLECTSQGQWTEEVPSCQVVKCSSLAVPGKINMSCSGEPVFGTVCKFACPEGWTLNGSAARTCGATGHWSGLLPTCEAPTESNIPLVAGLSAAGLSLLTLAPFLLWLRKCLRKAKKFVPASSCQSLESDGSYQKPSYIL
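Test system – human umbilical vein endothelial cells (HUVEC), E-selectin induction · Input – 3,000 HUVEC seeded per well · Buffer or medium – EGM-2, gelatin · Compound dosing – single-point compound dose · Detection – immunofluorescence imaging · Measure – percent E-selectin-positive cells · Controls – TNF-alpha high, DMSO low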
ERp5 block – inhibitors of ERp5-driven insulin aggregation, primary screen, biochemical, turbidity, absorbance 650 nm, single point; Protein disulfide-isomerase A6 (Homo sapiens), Q15084; 90 min; inhibition, % at 9.99 µM; hit rate 0.05% among 350,000;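 active means mean replicate inhibition above about 25%, with every replicate also reaching it, limit read from the data, passing the limit was not always enough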
RAD54 branch – inhibitors of human RAD54 branch migration, primary screen, biochemical, fluorescence, single point | inhibition, % at 10.4 µM | DNA repair and recombination protein RAD54-like (Homo sapiens), Q92698 | hit rate 0.14% among 360,000 | RAD54 Holliday junction branch migration, FAM/BHQ fluorescence;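 active means mean normalized replicate activity at least 40 and at least half of replicates scoring 40 or more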;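 further: 0% = median of neutral control wells and 100% = median of positive control wells; inhibitors cause a drop in the FAM fluorescence signal; in these data hits start at about 50%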
CASP6 VEID inh – human caspase-6 inhibitors, primary screen, biochemical, VEID-R110 fluorescence, single point, set 2. P55212. purified caspase-6, Z-VEID-R110 cleavage fluorescence. inhibition, % at 12.5 µM. hit rate 0.53% among 350,000;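 active means mean inhibition across replicates at least about 35%, with every replicate also reaching that limit, limit read from the data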;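 further: 0% = median of neutral control wells and 100% = no fluorescence left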
RAD52 anneal inh – RAD52 DNA annealing inhibitors, primary screen, biochemical, FRET, single point, set 2; DNA repair protein RAD52 homolog (Homo sapiens), P43351; recombinant RAD52 DNA annealing, FRET fluorescence; inhibition, % at 18.7 µM; hit rate 0.46% among 360,000;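 active means every replicate showing at least 50% inhibition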
Target sequence (P43351 whole entry, looked up): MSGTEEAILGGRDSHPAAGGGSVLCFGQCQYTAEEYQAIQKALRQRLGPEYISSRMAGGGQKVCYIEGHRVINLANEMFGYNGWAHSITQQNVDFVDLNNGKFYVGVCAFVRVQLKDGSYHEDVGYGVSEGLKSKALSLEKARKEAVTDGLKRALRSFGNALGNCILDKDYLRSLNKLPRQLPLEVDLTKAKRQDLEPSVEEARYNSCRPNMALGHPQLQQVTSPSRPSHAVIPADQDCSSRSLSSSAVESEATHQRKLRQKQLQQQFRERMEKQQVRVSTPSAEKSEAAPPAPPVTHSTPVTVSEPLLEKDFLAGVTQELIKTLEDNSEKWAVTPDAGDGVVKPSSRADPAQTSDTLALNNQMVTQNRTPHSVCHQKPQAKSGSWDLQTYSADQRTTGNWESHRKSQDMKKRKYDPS
PglD inh – C. jejuni PglD acetyltransferase inhibitors, primary screen, biochemical, DTNB colorimetric, single point; purified PglD enzyme, DTNB colorimetric CoA detection; hit rate 0.098% among 360,000; inhibition, % at 12.5 µM; in the data active means inhibition above about 16%, passing the limit was not always enough; further: strong numbers were not always called active
* marks the source's active call; other numbers are inactive results; x = not tested or not shown. No enrichment for hits, and some 3.2% of all compounds hit somewhere here.

cpd	structure	esBAF inh	ARNT-TACC3 inh	E-selectin induc	ERp5 block	RAD54 branch	CASP6 VEID inh	RAD52 anneal inh	PglD inh
1	C[C@@H]1CN([C@@H](C)CO)C(=O)c2cc(NS(=O)(=O)c3cccs3)ccc2O[C@@H](C)CCCCO[C@H]1CN(C)S(=O)(=O)c1ccccc1	5	1	x	0	0	-1	-5	-2
2	O=C(Nc1ncccn1)C12CC3CC(CC(C3)C1)C2	x	x	x	1	-1	-2	-18	0
3	COc1ccccc1-c1nc(SCC(=O)Nc2cc(C)on2)c2c(=O)n(C)c(=O)n(C)c2n1	-5	-3	1.1	0	-6	-1	-12	-1
4	O=C(NCc1cccs1)c1csc2ccccc12	37	-14	x	-5	-4	0	-13	-6
5	C[C@H](CO)N1C[C@H](C)[C@H](CN(C)Cc2ccccc2)Oc2c(NC(=O)c3ccc(-c4nccs4)cc3)cccc2C1=O	1	-1	-0.1	0	-11	x	-10	2
6	COCCN(C(=O)CCC(=O)Nc1ccccn1)C(C(=O)NC(C)(C)C)c1ccc(OC)cc1 (centres undefined)	-3	-8	x	2	5	-1	-1	2
7	COc1ncnc2c1ncn2CCCNCc1ccccn1	0	x	x	-2	x	-2	-18	x
8	CCNC(=O)c1cc2c(c(-c3cccc(-c4cccc(C(=O)N(C)C)c4)c3)n1)[C@@H](CCO)N(S(=O)C(C)(C)C)C2 (some centres undefined)	-3	x	2.8	-2	-13	10	-29	5

The closing 5 entries of the part above open the next one.
cpd	structure	esBAF inh	ARNT-TACC3 inh	E-selectin induc	ERp5 block	RAD54 branch	CASP6 VEID inh	RAD52 anneal inh	PglD inh
4	O=C(NCc1cccs1)c1csc2ccccc12	37	-14	x	-5	-4	0	-13	-6
5	C[C@H](CO)N1C[C@H](C)[C@H](CN(C)Cc2ccccc2)Oc2c(NC(=O)c3ccc(-c4nccs4)cc3)cccc2C1=O	1	-1	-0.1	0	-11	x	-10	2
6	COCCN(C(=O)CCC(=O)Nc1ccccn1)C(C(=O)NC(C)(C)C)c1ccc(OC)cc1 (centres undefined)	-3	-8	x	2	5	-1	-1	2
7	COc1ncnc2c1ncn2CCCNCc1ccccn1	0	x	x	-2	x	-2	-18	x
8	CCNC(=O)c1cc2c(c(-c3cccc(-c4cccc(C(=O)N(C)C)c4)c3)n1)[C@@H](CCO)N(S(=O)C(C)(C)C)C2 (some centres undefined)	-3	x	2.8	-2	-13	10	-29	5
9	CCOC(=O)c1ccccc1NC(=O)CSc1ncc(C(=O)OCC)c(N)n1	-1	1	x	x	16	x	x	-11
10	C[C@@H]1COc2cc(N3CC[C@H](O)C3)ccc2S(=O)(=O)N1	x	x	-0.2	5	x	-3	1	x
11	Cc1cc(Br)cn2c(Cc3cccc(Cl)c3)c(-c3ccco3)nc12	x	x	0.9	1	x	17	-51	x
12	Cc1ccc([C@@H]2CC(=O)[C@@H]3CN(S(=O)(=O)c4ccc(C)cc4)[C@H](c4ccc(Cl)cc4)C[C@@H]3N2S(=O)(=O)c2ccc(C)cc2)cc1	-5	x	-3.4	-6	-4	1	-16	-3
13	COCCn1nnnc1C(c1ccc(Cl)cc1)N1CCSCC1 (centres undefined)	1	1	x	6	-5	0	-7	6
14	COc1ccc(C)cc1NC(=O)C1COc2ccccc2O1 (centres undefined)	20	-5	-1.6	3	-2	1	-9	11
15	CCOc1ccc(NC(=O)c2ccccc2OCC(=O)c2ccc(C)cc2)cc1	-3	-14	x	x	6	x	x	0
16	C[C@@H]1CCCCO[C@H](CN(C)S(=O)(=O)c2ccc(Cl)cc2)[C@@H](C)CN([C@H](C)CO)C(=O)c2cc(NS(C)(=O)=O)ccc2O1	-5	-6	0.1	-1	-1	0	1	-2
17	COc1ccccc1S(=O)(=O)NCc1ccc(C(=O)NC2CCC(O)CC2)cc1 (centres undefined)	-3	3	x	-2	-3	-4	-7	-1
18	CC1=C(C(=O)N2CCOCC2)CC(CC(=O)NC2CCCCC2)C(=O)N1Cc1ccccc1 (centres undefined)	0	x	x	0	0	3	-15	-8
19	Cc1ccc(S(=O)(=O)NCC(=O)N2CCN(c3ccc(F)cc3)CC2)cc1	-2	-1	0.0	6	-8	0	3	7
20	CCCC(C(=O)N(C)CC(=O)Nc1ccc(N2CCOCC2)cc1)c1ccccc1 (centres undefined)	-2	2	0.1	-4	-5	-123	9	3
21	COc1ccc(OC)c(NC(=O)c2ccccc2N(C)S(=O)(=O)c2ccc(C)cc2)c1	-4	-2	-0.1	1	4	2	5	4
22	C[C@H]1CN([C@@H](C)CO)C(=O)c2cccc(NC(=O)Nc3cccc4ccccc34)c2O[C@@H]1CN(C)S(=O)(=O)c1ccccc1	-5	2	0.0	1	-1	4	1	0
23	COc1ccccc1CN(C)C[C@@H]1OCc2cn(nn2)CCCC(=O)N([C@H](C)CO)C[C@@H]1C	-1	19	0.0	-4	10	0	2	-6
24	COC(=O)[C@]12CCCCC=C1N(Cc1ccc3c(c1)OCO3)C(=O)[C@H](CC(=O)NCc1ccccc1)C2	x	x	-0.2	-1	x	-1	-2	x

Five compounds already listed, sorted by the number in CASP6 VEID inh, rising.
item | mol | CASP6 VEID inh
10 | C[C@@H]1COc2cc(N3CC[C@H](O)C3)ccc2S(=O)(=O)N1 | -3
7 | COc1ncnc2c1ncn2CCCNCc1ccccn1 | -2
6 | COCCN(C(=O)CCC(=O)Nc1ccccn1)C(C(=O)NC(C)(C)C)c1ccc(OC)cc1 (centres undefined) | -1
4 | O=C(NCc1cccs1)c1csc2ccccc12 | 0
14 | COc1ccc(C)cc1NC(=O)C1COc2ccccc2O1 (centres undefined) | 1

Continuation:
cpd	structure	esBAF inh	ARNT-TACC3 inh	E-selectin induc	ERp5 block	RAD54 branch	CASP6 VEID inh	RAD52 anneal inh	PglD inh
25	O=c1cc(-c2ccc(Cl)cc2)[nH][nH]1	-15	9	x	x	-1	x	x	-1
26	COCC(=O)N1[C@H](C(=O)N2CCCCC2)[C@@H](CO)[C@@H]2Cn3c(ccc(C4=CCCCC4)c3=O)[C@@H]21	-4	7	-0.1	-4	9	-3	-4	-2
27	O=C(CC1N=C2c3ccccc3N=C(SCc3ccccc3Cl)N2C1=O)NCc1ccco1 (centres undefined)	1	3	x	x	-16	x	x	-1
28	CCCNC(=O)Nc1ccc2c(c1)OC[C@H](C)N(C(=O)C1CC1)C[C@@H](C)[C@@H](OC)CN(C)C2=O	-5	x	0.1	-2	10	-8	15	2
29	NC(=O)CCn1c(=O)oc2ccccc21	-3	0	x	x	-5	x	x	0
30	CCn1cnc2cc(NCc3ccncc3)ccc21	0	22	x	x	3	x	x	-2
31	NC(=O)CSc1nnc(Cn2c(=O)sc3ccccc32)n1CCc1ccccc1	9	-2	-0.2	3	-4	-3	-9	6
32	COc1ccc(S(=O)(=O)N(C)C[C@H]2Oc3ccc(NC(=O)Nc4c(C)noc4C)cc3CC(=O)N([C@@H](C)CO)C[C@H]2C)cc1	6	-7	-4.2	-5	3	0	3	3

Compound profiles, as listed above. Values in the order: esBAF inh | ARNT-TACC3 inh | E-selectin induc | ERp5 block | RAD54 branch | CASP6 VEID inh | RAD52 anneal inh | PglD inh
Entry for O=C(CC1N=C2c3ccccc3N=C(SCc3ccccc3Cl)N2C1=O)NCc1ccco1 (centres undefined) = 1 | 3 | x | x | -16 | x | x | -1
Entry for COCC(=O)N1[C@H](C(=O)N2CCCCC2)[C@@H](CO)[C@@H]2Cn3c(ccc(C4=CCCCC4)c3=O)[C@@H]21 = -4 | 7 | -0.1 | -4 | 9 | -3 | -4 | -2

The list continues:
cpd	structure	esBAF inh	ARNT-TACC3 inh	E-selectin induc	ERp5 block	RAD54 branch	CASP6 VEID inh	RAD52 anneal inh	PglD inh
33	O=C(C(=O)c1ccc(O)cc1)c1ccccc1	-4	-9	0.0	1	x	0	-3	x
34	COc1ccccc1S(=O)(=O)N[C@H]1C=C[C@H](CC(=O)N2CCN(C)CC2)O[C@@H]1CO	3	0	0.3	-3	-7	9	5	-2
35	COc1cccc(NC(=O)C2(C)CCN2Cc2ccccc2OC(F)F)c1 (centres undefined)	3	x	0.0	4	18	-1	-20	5
36	NC(=O)COc1ccccc1C1=NO[C@@](CC(=O)O)(C(=O)Nc2ccc3c(c2)OCCO3)C1	-8	1	0.0	-1	-4	13	-6	2
37	CCc1noc(C)c1C(=O)Nc1nc(-c2ccc(OC)cc2OC)cs1	12	6	-0.9	4	-3	-2	8	-3
38	O=C(O)CCC(=O)OCC1CCCCC1	-6	-4	x	-1	-2	0	0	-5
39	CC(=O)Nc1cccc(/C(C)=N/NC(=S)NC(C)C)c1	x	4	10	0	x	-1	-16	x
40	C[C@H](CO)N1C[C@H](C)[C@H](CN(C)C(=O)Nc2ccccc2)Oc2ccc(NC(=O)C3CCCCC3)cc2C1=O	-9	-5	0.5	-1	0	2	7	0
41	COC(=O)c1cc2c(c3c4cc(C)ccc4n(S(=O)(=O)c4cccc(C)c4)c13)C(=O)N(C)C2	x	x	0.0	4	x	-11	-17	x
42	Nc1c(C(=O)Nc2ccc(F)cc2)nnn1-c1cccc(C(F)(F)F)c1	8	5	0.0	2	-5	10	-12	-3
43	Cc1ccc(S(=O)(=O)Nc2ccc3c(c2)C(=O)N([C@H](C)CO)C[C@H](C)[C@H](CN(C)C)OCCCC[C@H](C)O3)cc1	0	28	-0.1	-4	2	-5	-5	0
44	Cc1cc2oc(=O)cc(CN(C)Cc3ccccc3)c2cc1C	48*	x	0.0	3	-1	0	-3	-5
45	Cc1ccc(C)c(NCC(=O)NNC(=S)Nc2ccccc2)c1	-2	13	-0.7	-2	2	-3	-12	-5
46	CCCSc1ccc(-c2nn(-c3ccccc3)cc2/C=C(/C#N)C(=O)N2CCOCC2)cc1	6	-10	x	-6	x	-8	-13	x
47	O=C(C[C@@H]1C[C@H]2c3cc(NC(=O)C4CCC4)ccc3O[C@H]2[C@@H](CO)O1)NCc1cc(F)ccc1F	-15	x	-0.3	-4	9	0	12	-1
48	CC(=O)Nc1ncc2c(n1)CC(c1ccco1)CC2=O (centres undefined)	-5	x	x	9	5	3	-7	4
49	C[C@@H]1ON(C)[C@H]2C[C@H]3c4cc(-c5ccccc5)ccc4CCN3C[C@@H]12	x	x	-0.1	3	x	-12	44	x
50	O=C(NNC(=O)c1ccc(NC(=O)C2CC2)cc1)c1ccc(F)cc1	-3	-2	0.9	7	-13	0	-9	3
51	Cc1ccc(C(=O)CSc2nnc3n2CCCCC3)s1	65*	x	x	7	1	1	-10	-7
52	CN(CC(=O)Nc1ccc(Cl)cc1)C(=O)c1sccc1-c1ccccc1	3	6	0.9	3	6	-63	5	4
53	COc1cccc(C(=O)Nc2ccc3c(c2)C(=O)N(C)C[C@H](OC)[C@@H](C)CN(C(C)=O)[C@H](C)CO3)c1	-1	-13	-0.1	-3	-1	0	6	2
54	Cc1ccccc1Nc1nc(N)nc(COC(=O)c2ccc3c(c2)OCCO3)n1	4	x	0.0	6	19	-3	-22	-2
55	Cc1ccc(NC(=O)C(C)Sc2nnc3n2CCCCC3)cc1S(=O)(=O)N1CCOCC1 (centres undefined)	5	x	-0.2	1	6	-2	-29	-4
56	O=C(C[C@@H]1CC[C@@H]2[C@H](COC[C@@H](O)CN2Cc2cccc(Cl)c2)O1)NCC1CCCCC1	3	-15	0.0	-2	-10	4	-4	0
57	CC1CCCN(S(=O)(=O)c2cccc3nonc23)C1 (centres undefined)	-5	2	-0.2	-1	15	-2	-4	1
58	NC(=O)C1CCN(c2nc(C3CC3)nc3c2nnn3Cc2ccccc2)CC1	16	-11	x	x	6	x	x	-15
